# EPAC2 antag: EPAC2 (human) antagonism | 360,000 tested, 0.18% active | Potency, µM (series often up to 114 µM), for inactives: at the highest dose activity, negative = inhibition, usual class: inhibitors | EPAC2 GEF exchange of Rap1B-BODIPY-GDP, fluorescence | AID 720708; also: potency is read from the fitted curve at half-maximal effect; % is scaled to controls: 0 for no effect and ±100 for the full control effect; nearly all actives have a fitted effect of over 45% in size; many of its hits are not listed in these tables
# D3 antag: antagonists of human D3 dopamine receptor. 360,000 tested, 2.5% active. P35462. AID 652054. max response, negative = inhibition, %. D3R cells, DiscoveRx beta-arrestin luminescence, antagonist mode; hits give low values; in the data active = max response below about -50%; inconclusive = no clear call, values can overlap the other calls; also: % is scaled to controls: 0 for no effect and ±100 for the full control effect; mostly tested at two doses, the higher about 12 µM
#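 Cells plated overnight at 1500 cells/well, then exposed to library compounds with dopamine controls for 90 minutes at 37 degrees C. DiscoveRx reagent added for 30–60 minutes at room temperature; luminescence read, quantitative HTS format.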
# PTHR1 ag: agonists of human PTHR1 parathyroid hormone receptor; Q03431; AID 743266; HEK293 GP2 PTHR1 cells, GloSensor cAMP luminescence, 1 h; Potency, µM (doses to about 115 µM), for inactives: at the top dose activation, actives largely listed as activators; 410,000 tested, 0.075% active; also: potency is read from the fitted curve at half-maximal effect; nearly all actives have a fitted effect of over 55% in size; some results filed as inactive show a strong effect at the top dose; inactives centre near -15; many of its hits are not listed in these tables
#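 HEK-293-derived GP2 cells expressing PTHR1 and a GloSensor cAMP reporter, 3,000/well, plated overnight, given luciferin plus IBMX (each 0.5 mM as added) for 1 h at 37 °C, then compound for 1 h at 37 °C. Luminescence was read after 15 min at room temperature.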
# pAkt inh: Akt phosphorylation inhibition; 360,000 tested, 0.32% active; activity change, % for hits at 50 µM; Neuro2A IGF-stimulated pAkt S473 HTRF, 20 min; hits give low values; in the data active = activity change below about -80%; inconclusive = mostly about -51% to -80%; also: % is scaled to controls: 0 for no effect and ±100 for the full control effect
#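 Single-point screen (50 µM final compound) in Neuro2A cells stimulated 20 min with 6 nM IGF at 37 deg C. After lysis, Ser473-phosphorylated Akt read by HTRF (ex 330 nm, em 615/665 nm) as the 665/615 ratio.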
# EPAC2 agonist: EPAC2 (human) agonism. Q8WZA2. EPAC2 activation, biochemical qHTS; response scale: 100% = 6.5 mM cAMP response. Potency, µM (doses to about 154 µM), for inactives: at the highest dose activation, most hits filed as activators. 360,000 tested, 0.079% active; also: potency is read from the fitted curve at half-maximal effect; nearly all actives have a fitted effect of over 50% in size
#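 Setup: EPAC2 100 nM, labeled Rap1B complex 250 nM, free GDP 50 uM. Compound titrations pinned in, brief spin, 5 min room temperature incubation. Kinetic fluorescence read over 30 min, normalized to 6.5 mM cAMP.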
# CCT modulator: changes cytosolic chaperonin activity. purified chaperonin ATPase assay, HTRF ADP detection, 30 min. activity change, % (concentration not given with the values), hits read low. 360,000 tested, 0.3% active. AID 651819; in the data active = activity change below about -30%; also: % is scaled to controls: 0 for no effect and ±100 for the full control effect
#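 ATPase activity: ADP formed was measured by HTRF Transcreener (665/615 nm ratio) after 30 min at 37 deg C with 10 uM ATP. Compounds screened at one 76 uM concentration against 40 or 20 nM TRiC in Tris pH 7.4/KCl/MgCl2/DTT buffer.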
# MmCpn inh: M. maripaludis TRiC chaperonin inhibition | purified Mm-Cpn ATPase, ADP Transcreener TR-FRET | Potency, µM (top dose mostly 76.9 µM), without a hit: at the top dose activity, negative = inhibition, actives largely listed as inhibitors | 330,000 tested, 0.031% active | AID 504842; also: potency is read from the fitted curve at half-maximal effect; % is scaled to controls: 0 for no effect and ±100 for the full control effect; nearly all actives have a fitted effect of over 80% in size
#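 Quantitative HTS used 25 nM Mm-CPN and 10 uM ATP in magnesium/KCl Tris buffer, pH 7.4, with 1 mM DTT. Hydrolysis ran 30 min at 37°C; ADP was read by HTRF.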
# DRD3 agonist: activates the human D3 dopamine receptor | P35462 | D3R DiscoveRx beta-arrestin cells, luminescence, 90 min | max activation, % | 410,000 tested, 0.58% active | AID 652048; in the data active = max activation above about 30%; also: 0% is about no effect; mostly tested at two doses, the higher about 12 µM
#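 Agonist-mode cell screen: cells plated at 1500/well and incubated overnight at 37 °C, then exposed to library compounds for 90 min at 37 °C. Detection reagent was added for 30–60 min at room temperature, and luminescence was read.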
# An asterisk follows results filed as active; i = inactive; ? = inconclusive; . = no result given; & = joins results of further samples; [ ] = another dose, or the depositor's remark. Unless noted, calls follow the shape of the dose curve; as a rule, active = well fitted curve in the direction sought with a large enough effect; inconclusive = small, poorly fitted or top-dose-only effect, or another doubt; inactive = no such curve, though single readings can be large; an effect the other way counts as inactive or inconclusive. A portion of the library; count on the stated rates, not on these rows.
SMILES,EPAC2 antag,D3 antag,PTHR1 ag,pAkt inh,EPAC2 agonist,CCT modulator,MmCpn inh,DRD3 agonist
Cc1c(OCC(=O)C(C)(C)C)ccc2c3c(c(=O)oc12)CCCC3,14%,5,-43%[inhibitor],i,-2%,0.2,0%,3
Cc1ccc(NC(=O)CSc2nnc3n2CCCCC3)cc1S(=O)(=O)N1CCOCC1,1%,-5,2%,i,3%,0.8,.,1
Cc1cc(C)n(-c2ccc(C(=O)O)cc2)n1,17%,7,i,i,-3%,-0.3,-6%,-10
CC1CCCCN1C(=O)COC(=O)c1ccc(=O)n(Cc2ccccc2)n1 (centres undefined),4%,-12,i,i,5%,-2.2,-1%,2
CC(=O)c1ccc(S(=O)(=O)N2CCN(CC(=O)Nc3ccc(Cl)c([N+](=O)[O-])c3)CC2)cc1,-4%,-19,-38%[inhibitor],i,0%,0.6,2%,-4
CCn1nc(C)c(CN2CCC(n3nccc3NC(=O)c3ccc4c(c3)OCO4)CC2)c1C,-7%,20,-23%,i,-2%,-0.1,1%,-10
COC(=O)C1=C(N)OC2=C(C(=O)CC(C)(C)C2)C1c1ccccc1OCC#N (centres undefined),-6%,10,i,i,4%,-1.0,-2%,1
COc1ccc([N+](=O)[O-])cc1NS(=O)(=O)c1ccc(C)cc1,-16%,16,-26%,i,4%,1.6,1%,0
COC(=O)N/N=C/c1ccc(-c2ccc(Cl)c(Cl)c2)o1,0%,9,-47%[inhibitor],i,6%,0.5,-12%,-3
Cc1ccc(NC(=O)NC(=O)N(C2CCCCC2)S(=O)(=O)c2ccccc2)cc1,4%,-7,i,i,-2%,1.0,2%,7
CC(c1nnc(SCC(=O)NC(=O)NCc2ccco2)n1-c1ccc(Cl)cc1)N(C)C (centres undefined),0%,-12,i,i,5%,-3.8,1%,0
CCNC(=S)NNC(=O)c1csc2c1CCC(C)C2 (centres undefined),2%,?,i,i,2%,1.7,1%,-17
O=C(N/N=C/c1ccc(C(=O)O)cc1)C1=NNC(c2ccccc2)(c2ccccc2)C1,-10%[57.1 µM],-14,i,i,2%,-1.8,3%,-7
CCOc1c2ccc(C(=O)NCc3ccc(C)cc3)cc2nn1CCOC,-3%,-7,?,i,2%,0.8,-1%,-7
O=C(CSc1ncnc2ccccc12)NCc1ccc2c(c1)OCO2,17%,3,i,i,-7%,0.4,-1%,1
Cc1noc(C)c1NC(=O)N(C)C[C@H]1Oc2ccc(NC(=O)c3ccncc3)cc2C(=O)N([C@H](C)CO)C[C@@H]1C,-4%,0,i,i,0%,-0.7,-1%,0
COc1ccccc1-c1c(C)oc2c(CN3CCCC(C)C3)c(O)ccc2c1=O (centres undefined),22%,0,-10%,i,-1%,0.2,-5%,8
CS(=O)(=O)c1ccccc1C(=O)N1CCN(S(=O)(=O)c2ccc(C3CCCCC3)cc2)CC1,-11%,0,-35%[inhibitor],i,6%,-2.7,1%,0
CC(C)c1cccc(C(C)C)c1NC(=O)COC(=O)c1ccc2c(c1)S(=O)(=O)c1ccccc1C2=O,10%,-26,?,i,2%,-0.2,1%,-4
COc1ccnc(N=CNOCc2ccc(F)cc2Cl)c1C#N,-2%,-9,-3%,i,-2%,-6.1,-2%,-2

# Among those listed so far, two contain a furan ring, fused or not:
SMILES,EPAC2 antag,D3 antag,PTHR1 ag,pAkt inh,EPAC2 agonist,CCT modulator,MmCpn inh,DRD3 agonist
COC(=O)N/N=C/c1ccc(-c2ccc(Cl)c(Cl)c2)o1,0%,9,-47%[inhibitor],i,6%,0.5,-12%,-3
CC(c1nnc(SCC(=O)NC(=O)NCc2ccco2)n1-c1ccc(Cl)cc1)N(C)C (centres undefined),0%,-12,i,i,5%,-3.8,1%,0

# The list goes on.
SMILES,EPAC2 antag,D3 antag,PTHR1 ag,pAkt inh,EPAC2 agonist,CCT modulator,MmCpn inh,DRD3 agonist
COc1ccc(OC)c2cc3ccccc3cc12,-12%,-24,-8%,i,17%,1.9,.,6
CSCCC1NC2(C(=O)Nc3ccc(Cl)cc32)[C@@H]2C(=O)N(C3CCCC3)C(=O)[C@H]12 (some centres undefined),-8%,22,i,i,11%,1.0,-2%,-9
CCOC(=O)CSCc1nc(-c2ccc(Cl)cc2)oc1C,-17%,3,-23%,i,17%,-3.7,-2%,2
NC(=O)CSc1nc2c(sc3ccccc32)c(=O)n1CCCC(=O)NCC1CCCO1 (centres undefined),92%[activator],-2,-9%,i,-4%,0.2,-2%,-6
O=C(CCC(=O)c1cccs1)NCc1cccnc1,8%,15,i,i,1%,-1.9,0%,0
Cc1cccc(C)c1NC(=O)COC(=O)CCC(=O)c1cccs1,6%,2,i,i,5%,0.6,0%,14
Cc1ccc(N(Cc2ccccc2)C(=O)c2cc(S(=O)(=O)N3CCOCC3)ccc2F)cc1,6%,19,-1%,i,6%,0.0,0%,1
O=C(NNC(=S)Nc1ccccc1)c1cccc(Br)c1,7%,5,-23%[57.5 µM],i,5%,-1.0,-6%,-23
COc1ccccc1CNC(=O)CN(c1ccc(C)cc1)S(=O)(=O)c1c(C)noc1C,6%,22,i,i,11%,1.4,-3%,4&1
CC1(C)C[C@@H]2C[C@@](C)(CN2C(=O)c2cc(COc3cccc(C(F)(F)F)c3)on2)C1,-28%,-24,-11%,i,-9%,0.0,-3%,1
O=C(Nc1ccc(F)cc1F)c1cccnc1,8%,3,i,i,-8%,-2.2,1%,1
O=C(COC(=O)/C=C/c1ccc(F)cc1)Nc1cc(C(F)(F)F)ccc1N1CCOCC1,5%,-2,i,i,3%,-0.3,-1%,26
O=C(Nc1ccccn1)c1cc(-c2cccnc2)nc2ccc(Br)cc12,7%,29,-6%,i,0%,-1.7,-10%,0
Cc1ccccc1OCCn1cc(C(=S)N2CCCC2)c2ccccc21,8%,-19,-2%[57.5 µM],i,6%,-0.6,.,-3
CCN(CC)C(=O)CCCC(=O)N(CC)CC,1%,7,i,i,0%,-0.8,1%,3
CC(/C=N/n1cnnc1)=C\c1ccco1,-5%,23,i,i,7%,-3.0,-1%,-9
COc1cccc(COC(=O)CSCC(=O)Nc2cccc(C)c2)c1OC,-6%,-14,i,i,9%,-1.5,3%,-5
CC(C)c1ccc(NCCC(=O)c2cccs2)cc1,-13%,4,-20%,i,-7%,2.0,3%,3
COC(=O)c1c(C)oc2ccc(NS(=O)(=O)c3cccs3)cc12,-5%,?,-48%[inhibitor],.,7%,1.3,1%,3
Cc1c(C(=O)N2CCCCC2)c(S(=O)(=O)N2CCN(c3ccc(F)cc3)CC2)c(C)n1C,-19%,-12,4%,i,9%,-12,-3%,2

# Looked up above.
# In DRD3 agonist, CCN(CC)C(=O)CCCC(=O)N(CC)CC has 3
# In DRD3 agonist, Cc1ccccc1OCCn1cc(C(=S)N2CCCC2)c2ccccc21 has -3

# Filtered by structure: the compounds so far with a cyano group
SMILES,EPAC2 antag,D3 antag,PTHR1 ag,pAkt inh,EPAC2 agonist,CCT modulator,MmCpn inh,DRD3 agonist
COC(=O)C1=C(N)OC2=C(C(=O)CC(C)(C)C2)C1c1ccccc1OCC#N (centres undefined),-6%,10,i,i,4%,-1.0,-2%,1
COc1ccnc(N=CNOCc2ccc(F)cc2Cl)c1C#N,-2%,-9,-3%,i,-2%,-6.1,-2%,-2

# More results follow.
SMILES,EPAC2 antag,D3 antag,PTHR1 ag,pAkt inh,EPAC2 agonist,CCT modulator,MmCpn inh,DRD3 agonist
COc1ccc(C(C)(O)c2nc(-c3ccc(S(C)(=O)=O)cc3)cs2)cc1 (centres undefined),3%,0,-34%[inhibitor],i,12%,-1.3,.,-5
CCOc1ccc(-n2c(SCC(=O)NC3CCS(=O)(=O)C3)nnc2-c2cccnc2)cc1 (centres undefined),0%,12,i,i,-2%,0.3,2%,-2
O=C(c1cc([N+](=O)[O-])ccc1Cl)N1CCN(Cc2ccc3c(c2)OCO3)CC1,-10%,13,-21%,i,4%,0.7,4%,1
Cc1cc(-c2nc(C)c(-c3nnc(SCC(=O)Nc4ccccc4)n3C)s2)no1,-21%,15,-24%,i,3%,0.4,-1%,2
CC(=Nc1ccc(C)cc1C)c1sc2ccccc2c1O,5%,-3,-61%,i,?,-1.7,-1%,-5
CC(=O)Nc1ccc(S(=O)(=O)N(C)CC(=O)OCC(=O)N(CC(C)C)C2CCS(=O)(=O)C2)cc1 (centres undefined),19%,9,i,i,-2%,1.0,1%,3
COCCCN(C(=O)c1cc(C)oc1C)c1c(N)n(CC(C)C)c(=O)[nH]c1=O,1%,-18,20%,i,7%,-0.5,0%,-15
O=C(c1cccc(Cl)c1)N1CCC(N2CCC(C(=O)N3CCCC3)CC2)CC1,8%,10,-11%,i,-4%,1.2,0%,1
O=C(Nc1ccc(S(=O)(=O)N2CCCC2)cc1)c1ccc(F)cc1,3%,3,-10%,i,-5%,1.1,.,9
Cc1ccc(NC2CCCN(C(=O)c3ccccn3)C2)cc1C (centres undefined),-1%,2,i,i,3%,-0.8,-3%,3
Cc1onc(-c2ccccc2Cl)c1C(=O)NCCn1ccc2ccccc21,0%,11,-46%[inhibitor][57.5 µM],i,25%,-1.8,-1%,0
CCc1nc2c(OCCOc3ccc(F)cc3)cccn2c1N(C)C(=O)c1ccco1,-23%,-15,i,i,6%,2.1,.,1
CN(C)S(=O)(=O)c1ccc(Cl)c(-c2nnc3n2CCCCC3)c1,2%,-1,-4%,i,-1%,-0.4,-1%,-3
CCN(CC)C(=O)Cn1cc(S(=O)(=O)Cc2cccc([N+](=O)[O-])c2)c2ccccc21,-7%,-3,-2%,i,1%,-1.2,-4%,2
COc1ccc(CCNC(=O)C2CCCN(c3ncccn3)C2)cc1 (centres undefined),2%,2,i,i,-2%,0.9,-3%,0
COc1ccc(F)c(CN2CCC(n3nccc3NC(=O)C3CCOC3)CC2)c1 (centres undefined),7%,4,i,i,7%,-2.7,0%,5
CCCCn1c(CN2CCOCC2)nc2c1c(=O)n(C)c(=O)n2C,1%,-23,i,i,6%,-2.4,-1%,-5
COc1ccc2nc3ccccc3[n+]([O-])c2c1,79%[activator],-16,?,i,?,-2.3,.,-3
CCCc1[nH]c(=O)c(C#N)c2c1CCCC2,17%,-22,i,i,4%,0.3,1%,2
O=C(O)c1ccc(/C=N/Nc2ncc(Cl)cc2Cl)cc1,-5%,-10,i,i,9%,-1.8,1%,-14
O=C(O)Cc1ccc(O)c(F)c1,-4%,18,i,i,2%,0.0,-4%,11
Cc1c(C(C)O)nnn1-c1nonc1N (centres undefined),-1%,-11,i,i,-3%,0.4,0%,2

# Assay outcomes deposited in PubChem BioAssay by National Center for Advancing Translational Sciences (NCATS).
